# High-throughput results from PubChem.
# POLH inh = inhibitors of human DNA polymerase eta | Q9Y253 | recombinant Pol eta, fluorescent DNA replication assay | Potency, µM (titrated, usually from 114 µM), without a hit: at the top dose activity change, negative = inhibition, actives largely listed as inhibitors | 390,000 compounds, 1.2% hits | AID 588591; further: potency means the concentration at half of the fitted maximal effect; on the % scale 0 is the no-effect control and ±100 the full control effect
#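 Fluorescent replication assay: 50 nM final substrate added after a 15 min room-temperature compound preincubation with 10 nM enzyme. Signal taken at 0 min and again at 10 min.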
# ERG-DNA inh = inhibitors of human ERG Ets domain-DNA interaction | P11308 | fluorescence polarization, His-ERG Ets domain / labelled DNA | Potency, µM (top dose mostly 76.9 µM), without a hit: top-dose FP activity, negative = inhibition, hits mostly inhibitors | 370,000 compounds, 0.028% hits | AID 624246; active means well fitted inhibition curve with a large enough effect in the polarisation, with a control signal flat; inconclusive means small, poorly fitted or top-dose-only effect, or effect the other way, or a change in a side signal; inactive means no such curve, though single readings can be large or run the other way; the % refers to the polarisation;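 further: polarization taken with two DNA probes labelled with fluorescein and Texas red; potency means the concentration at half of the fitted maximal effect; % of control where 0% means no effect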
# Target sequence (P11308 whole entry, looked up, the tested form may be a part): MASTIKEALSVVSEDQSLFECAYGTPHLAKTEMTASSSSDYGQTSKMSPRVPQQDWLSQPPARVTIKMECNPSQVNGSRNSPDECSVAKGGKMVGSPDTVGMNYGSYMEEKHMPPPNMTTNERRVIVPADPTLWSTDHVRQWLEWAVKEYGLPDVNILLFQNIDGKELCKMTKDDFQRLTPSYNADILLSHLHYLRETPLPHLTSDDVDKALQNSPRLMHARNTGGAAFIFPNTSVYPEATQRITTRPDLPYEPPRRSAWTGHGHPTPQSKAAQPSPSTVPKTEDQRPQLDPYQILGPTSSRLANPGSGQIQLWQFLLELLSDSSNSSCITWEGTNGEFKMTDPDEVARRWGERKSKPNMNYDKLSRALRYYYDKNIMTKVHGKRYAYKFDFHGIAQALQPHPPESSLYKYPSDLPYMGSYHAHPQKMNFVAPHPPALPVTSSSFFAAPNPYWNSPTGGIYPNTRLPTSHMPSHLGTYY
#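 His-tagged ERG Ets domain (1 uM in the protein solution; 300mM KCl, 50mM Tris-HCl, 1mM EDTA, 1mM DTT, pH 7.5) received compound, then a probe mix of 5 nM fluorescein-DNA and 100nM Texas-615-DNA. Fluorescence polarization was read for both dyes.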
# Pol kappa inh = DNA polymerase kappa (human) inhibition | 400,000 compounds, 0.53% hits | purified Pol kappa, fluorescent DNA synthesis assay, 10 min | Potency, µM (top dose mostly 107 µM), for the others: at the highest dose activity, negative = inhibition, hits mostly inhibitors | AID 588579; further: potency means the concentration at half of the fitted maximal effect; on the % scale 0 is the no-effect control and ±100 the full control effect
#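 Kinetic fluorescence readout at 0 and 10 min followed reaction start with substrate at 50 nM final. Beforehand, enzyme (10 nM Pol kappa) stood 15 min with compound at room temperature; buffer-only wells were negative controls.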
# APE1 inh = blocks human APE1 abasic DNA cleavage. P27695. recombinant APE1, TAMRA/BHQ-2 abasic DNA cleavage fluorescence. Potency, µM (highest dose often 65.8 µM), inactives show top-dose activity change, negative = inhibition, most hits filed as inhibitors. 350,000 compounds, 0.35% hits. AID 2517;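 further: potency means the concentration at half of the fitted maximal effect; plate controls were vehicle for no effect and reference inhibitor for full effect; nearly all actives have a fitted effect of over 55% in size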
# Target sequence (P27695 whole entry, looked up): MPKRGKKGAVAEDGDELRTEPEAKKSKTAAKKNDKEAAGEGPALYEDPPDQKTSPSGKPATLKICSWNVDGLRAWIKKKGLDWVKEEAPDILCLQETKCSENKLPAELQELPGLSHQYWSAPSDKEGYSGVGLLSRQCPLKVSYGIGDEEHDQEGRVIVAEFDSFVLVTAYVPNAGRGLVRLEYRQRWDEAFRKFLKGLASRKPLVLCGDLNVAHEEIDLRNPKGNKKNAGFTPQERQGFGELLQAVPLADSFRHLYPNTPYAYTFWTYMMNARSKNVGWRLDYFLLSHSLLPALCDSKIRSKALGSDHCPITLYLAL
#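 Measures dequenching upon AP-site incision of a 5'-TAMRA/3'-BHQ-2 THF-containing duplex, 50 nM; human APE1 0.75 nM after 15 min room-temperature exposure to compound; kinetic three-point read at one-minute spacing.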
# RGS4 inh = inhibitors of human regulator of G protein signaling 4 | P49798 | Transcreener GDP fluorescence polarization, RGS4-accelerated GTP hydrolysis | Potency, µM (titrated, usually from 114 µM), without a hit: top-dose activity change, negative = inhibition, most hits filed as inhibitors | 390,000 compounds, 0.039% hits; further: potency means the concentration at half of the fitted maximal effect; on the % scale 0 is the no-effect control and ±100 the full control effect; nearly all actives have a fitted effect of over 75% in size; some results filed as inactive show a strong effect at the top dose
#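 MLSMR compounds (23 nl, pin-transferred) preincubated 10 min at room temperature with a 500nM (2x) first reagent, then RGS4 at 900nM (2x) plus Transcreener GDP mix added; fluorescence polarization (620/688 nm) read before and after 90 min at 30 °C.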
# Pol beta inh = DNA polymerase beta (human) inhibition | P06746 | Pol beta primer extension/strand displacement, fluorescence kinetic | Potency, µM (titrated, usually from 114 µM), inactives show at the top dose activity change, negative = inhibition, usual class: inhibitors | 340,000 compounds, 1.3% hits | AID 485314; further: potency means the concentration at half of the fitted maximal effect; on the % scale 0 is the no-effect control and ±100 the full control effect
#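 Pol beta (10 nM) and compounds were preincubated 15 min at room temperature, then 50 nM substrate (final) started primer extension/strand displacement. Reads were taken at 0 and 10 min; concentration-response data were fitted to a four-parameter Hill equation.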
# ALOX12 inh = blocks human arachidonate 12S-lipoxygenase; P18054; purified 12hLO, xylenol orange hydroperoxide absorbance; Potency, µM (top dose mostly 108 µM), without a hit: at the top dose activity change, negative = inhibition, hits mostly inhibitors; 580,000 compounds, 1.1% hits; AID 1671190; further: potency means the concentration at half of the fitted maximal effect; on the % scale 0 is the no-effect control and ±100 the full control effect
#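 Purified human 12hLO (150 nM final) in 25 mM Hepes, 0.01% Triton X-100, pH 7.0 was preincubated 15 min at room temperature with compound. Then 40 uM arachidonic acid was added, 30 min. Hydroperoxide was read by Fe-XO absorbance ratio 573/405 nm.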
# Anesthetic bind = binds horse apoferritin like a general anesthetic; AID 485281; apoferritin/1-aminoanthracene competitive binding, fluorescence; 350,000 compounds, 0.074% hits; Potency, µM (series often up to 77.5 µM), for inactives: at the highest dose activity change, negative = displacement, most hits filed as inhibitors; further: potency means the concentration at half of the fitted maximal effect; on the % scale 0 is the no-effect control and ±100 the full control effect; nearly all actives have a fitted effect of over 20% in size
# Target sequence (P02791 2-175 limits assumed): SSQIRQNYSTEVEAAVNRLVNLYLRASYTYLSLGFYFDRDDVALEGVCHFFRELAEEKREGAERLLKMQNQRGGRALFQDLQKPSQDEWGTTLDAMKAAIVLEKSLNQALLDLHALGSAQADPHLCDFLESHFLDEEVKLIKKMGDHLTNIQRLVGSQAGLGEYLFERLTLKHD
#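 Read-out: endpoint 1-AMA fluorescence, excitation 380 nm and emission 535 nm, after compounds sit 10 min at room temperature with 10 uM horse-spleen apoferritin in 50% saturated 1-AMA/PBS. Values come from four-parameter Hill fits.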
# LDHA inh = LDHA (human) enzyme inhibition. purified LDHA, NADH/diaphorase-resazurin fluorescence; hits give low values. activity change, % (values are at about 110 or 230 µM). 480,000 compounds, 0.15% hits. AID 1347041; in the data active means activity change below about -30%; inconclusive means mostly about -25% to -30%;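 further: plate controls were DMSO wells for no effect and wells without enzyme for full effect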
#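 Resorufin fluorescence (ex540/em590), read at 0 and 20 min after diaphorase/resazurin addition, reports the NADH left after a 5 min room-temperature reaction of 2 nM human LDH5 with 0.06 mM NADH and 0.2 mM pyruvate.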
# An asterisk follows results filed as active; ? = inconclusive; . = not tested or not shown; & = joins results of further samples; [ ] = dose if it differs, or a comment. Unless noted, the call rests on the fitted dose curve; in most records, active means well fitted curve in the direction sought with a large enough effect; inconclusive means small, poorly fitted or top-dose-only effect, or another doubt; inactive means no such curve, though single readings can be large; an effect the other way counts as inactive or inconclusive.
SMILES,POLH inh,ERG-DNA inh,Pol kappa inh,APE1 inh,RGS4 inh,Pol beta inh,ALOX12 inh,Anesthetic bind,LDHA inh
Cc1cc(C)c(S(=O)(=O)N2CCOCC2)cc1C,-18%,10%,-4%,16%,?,79%,-3%,-8%,-5
O=C(Nc1ccc(Cl)cc1)c1ccc(-n2cncn2)c([N+](=O)[O-])c1,-22%,-7%,-6%,10%,-3%,7%,-22%,1%,1
O=C1C[C@@H]2CCN3C(=O)CCC[C@@H]([C@H]23)[C@H]1Cc1ccccc1,2%,-13%,-12%&-14%,-1%&-1%,8%,.,-11%,5%[110 µM],-1
CC(=O)O/N=C/c1c(NCc2ccccc2)nc2c(C)cccn2c1=O,-8%,14%,-1%,1%,0%,2%,?,-13%,-9
COc1ccc2[nH]c(C)c(CCNC(=S)Nc3ccc(F)cc3)c2c1,-16%,17%,7%,-4%,-20%,-9%,?,-7%,1
Cc1ccc(-n2c(SCC(=O)Nc3ccc(Cl)cc3)nc(O)cc2=O)cc1,-10%,13%,-16%,0%,11%,16%,?,3%,-8
Cc1nc2ccccc2cc1C(=O)N/N=C/c1ccco1,-1%,-7%,-7%,-4%,11%,1%,0%,0%,-2
CC(Nn1cnnc1)c1cc(Cl)ccc1O (centres undefined),-16%,28%,-2%,3%,7%,24%,-2%,-1%,-3
O=C(N/N=C\c1cccc(Cl)c1)c1ccc(Cn2cccn2)o1,-16%,1%,-14%,-5%,-13%,1%,14%,-6%,-4
COC(=O)c1ccc2c(c1C(=O)OC)CN(S(=O)(=O)C(C)(C)C)[C@@H]2CCO,-5%,-3%,-11%,.,-6%,.,-8%,.,-3
CN1CCN(CCOCCOc2ccc(Br)cc2Cl)CC1,-23%,-2%,-10%,2%,13%,?,-22%,-3%,-38*
O=C(NCc1cccc(F)c1)C1CCC(=O)N(CCCN2CCOCC2)C1 (centres undefined),-17%,6%,-2%,23%,-33%,27%,1%,-2%,-4
Cc1nc(SCCC(=O)O)c2cc(-c3ccccc3)sc2n1,-4%,45%[activator],11%,6%,-3%,26%,-6%,-11%,-14
Cc1nc(N/N=C/c2ccc(Br)cc2)cc(N2CCOCC2)n1,-16%,-9%,1%,-2%,-17%,28%,?,-12%,-2
CCOC(=O)C1=CN(CC)S(=O)(=O)NC1c1cccc(OC)c1 (centres undefined),-4%,4%,-10%,-14%,22%,.,-1%,.,-3
CCCC(=O)Nc1ccc(C(=O)NCc2ccccn2)cc1,-13%,-2%,-7%,0%,7%,114%,-25%,-7%,-8
COc1cc(/C=N/N(C)C)ccc1OC(=O)c1cccs1,-17%,-1%,0%,-1%,-9%,-20%,9%,-12%,-5
CC(C(=O)Nc1ccc(F)cc1Cl)N1CCN(S(=O)(=O)c2cccs2)CC1 (centres undefined),-21%,-7%,3%,16%,1%,.,0%,.,0
Fc1ccc(-c2noc(C3CCN(Cc4cccnc4)CC3)n2)cc1,-13%,-1%,-9%,-7%,-15%,0%,0%[57.4 µM],-5%,-6
O=C(CS(=O)c1cccc(C(F)(F)F)c1)Nc1ccccc1Cl (centres undefined),-1%,3%,-11%,1%,-2%,11%,0%,-15%,-6
N/C(=N\c1nc(CSc2nc3ccccc3s2)cc(=O)[nH]1)Nc1ccc(F)cc1,-12%,10%,4%,-6%,2%,-28%,-3%,-2%,-7
CCOc1ccc(N(C)S(=O)(=O)c2ccc(C)c(C(=O)NCCc3ccc(OC)cc3)c2)cc1,-24%,1%,-6%,-8%,-16%,.,2%,.,0
CC(=O)Nc1ccccc1-c1nc2ccccc2n(CC(=O)c2ccc(C)c(C)c2)c1=O,-12%,4%,10%,.,5%,-28%,-21%,-13%,6
CN(C)S(=O)(=O)c1ccc(NC(=S)NC(=O)c2cccs2)cc1,-6%,4%,-8%,0%,-11%,1%,?,?,-6
Cc1c(C(=O)Nc2nccs2)oc2ccc(F)cc12,-20%,-9%,-24%,7%,-2%,.,3%,.,-14
SMILES,POLH inh,ERG-DNA inh,Pol kappa inh,APE1 inh,RGS4 inh,Pol beta inh,ALOX12 inh,Anesthetic bind,LDHA inh
Cc1ccccc1NC(=O)N1CCCC1C(=O)NCc1ccccc1 (centres undefined),6%,4%,-6%,22%,13%,9%,17%,-11%,-15
CCOc1ccc(N(Cc2cc3ccc(C)cc3[nH]c2=O)S(C)(=O)=O)cc1,-11%,-3%,-4%,-12%,-12%,38%,?,-4%,10&8
CC(C)CN1C(=O)C(=O)N(CC(=O)c2ccc3c(c2)CCCC3)C1=O,-10%,-19%,-13%,-28%,3%,.,?,.,-2
O=C(c1ccc2c(c1)N(Cc1ccc(F)cc1)CCS2)N1CCN(c2ccccc2)CC1,-3%,1%,-6%,.,12%,25%,-10%,254%[activator],-1
CN(CCNC(=O)Cn1c(=O)sc2ccccc21)Cc1ccccc1,-18%,7%,4%,-1%,-19%,17%,11%[57.4 µM],-7%,-1
OC[C@@H]1[C@@H](c2ccc(F)cc2)C(c2cccc(Cl)c2)=NN1c1ccccc1,-7%,16%,-11%,-9%&-3%,-41%,.,?,490%[activator][110 µM],-1
Cc1ccccc1NC(=O)CSc1cn[nH]n1,-20%,-1%,-4%,11%,-6%,38%,3%,-3%,-3
Cc1ccc(CN(C(=O)COc2cccc([N+](=O)[O-])c2)c2ccccn2)cc1,-14%,1%,-10%,.,-20%,-21%,-10%,-6%,0
O=C(Nc1cccc(-c2nc3cccnc3s2)c1)c1cccnc1Cl,2%,-11%,-3%,1%,4%[56.9 µM],2%,-3%,-14%,-5
CCN1CCN(CCCNC(=O)C2CCCN(c3nnc(-n4cccc4)s3)C2)CC1 (centres undefined),-14%,-2%,6%,2%,-6%,26%,19%,-14%,-2
CCc1ccc(NC(=O)c2ccc3c(c2)C(=O)N(CCOC)C3Nc2ccc(CC)cc2)cc1 (centres undefined),-11%,1%,7%,21%,-6%,18%,28%,-14%,-1
CCOC(=O)c1c(C)[nH]c(C)c1S(=O)(=O)NCC(=O)N(C)c1ccc(C)c(C)c1,-19%,4%,0%,.,-21%,71%,-2%,-19%,2
COCCNc1cc(NCCOC)c([N+](=O)[O-])cc1[N+](=O)[O-],-16%,-1%,-1%,20%,-40%,15%,1%,-2%,-5
Cc1ccc(NC(=O)Cn2c(=O)ccc3cc(S(=O)(=O)N4CCC(C)CC4)ccc32)c(C)c1,-1%,1%,-6%[60.1 µM],.,-6%,-27%,-15%,3%,-1
Cc1cc(NC(=O)CSc2nc(C(C)(C)C)nc3ccccc23)no1,-24%,-14%,-3%,-3%,13%,88%,-5%,-11%,-1
Cc1cccc(N2C(=O)CC(n3ccnc3)C2=O)c1C (centres undefined),18%,24%,1%,1%,10%,22%,10%,-9%,0
CC1CN(c2ccc([N+](=O)[O-])cc2F)CCN1C(=O)c1ccco1 (centres undefined),-15%,-9%,-6%,5%,-10%,-23%,158%[activator],-20%,-5
CC1(C)OC(=O)C(=CNc2ncccn2)C(=O)O1,-11%,1%,-10%,-3%,-7%,16%,-24%,-10%,1
COn1c(SCc2ccccc2)nc2ccccc2c1=O,-17%,-2%,-9%,-4%,26%,-5%,0%,-14%,7
Cc1ccc(NC(=O)C2CCN(S(=O)(=O)c3ccccc3)CC2)cc1,-11%,-8%,-7%,0%,39%,7%,0%,-13%,-5
CCOc1cc(C2NC(=O)NC(C)=C2C(=O)OC(C)CC)cc(Br)c1O (centres undefined),-11%,-3%,2%,-3%,8%,9%,?,-12%,4
Cc1cccn2c(=O)cc(COc3ccc(NC(=O)c4cccc(F)c4)cc3)nc12,-5%,14%,-16%[60.1 µM],.,7%,-3%,-9%,47%[activator],-1
CC(=O)N1CCc2cc(C(=O)CN3CCN(c4ccccc4F)CC3)ccc21,4%,0%,1%,15%,-24%,5%,15%,-15%,3
COc1cc(NC(=S)N2CCN(S(C)(=O)=O)CC2)cc(OC)c1,-22%,4%,4%,25%,-30%,19%,87%[activator],-3%,0
COc1ccc(Cl)cc1NC(=O)c1cn(C2CCCCC2)c(=O)c2c1c1ccccc1n2C,-22%,1%,5%,.,-11%,9%,-21%,-2%,-15
SMILES,POLH inh,ERG-DNA inh,Pol kappa inh,APE1 inh,RGS4 inh,Pol beta inh,ALOX12 inh,Anesthetic bind,LDHA inh
COc1cc(/C=N\NC(=O)c2ccc(C)nc2)ccc1OC(=O)c1ccco1,9%,-25%,-14%,4%,14%,-4%,0%,-1%,-8
COc1ccccc1NC(=O)CCCN1C(=O)C2CC=CCC2C1=O (centres undefined),-9%,-7%,-5%,5%,1%,88%,0%,-9%,-3
Cc1cc(NC(=O)CSc2nc(-c3ccco3)cc(C(F)(F)F)n2)n(-c2ccccc2)n1,-7%,-22%,-8%,5%,9%,?,0%,-3%,-10
COc1ccc(CCNC(=O)CNC(=O)c2ccco2)cc1,-2%,-24%,0%,29%,8%,49%,-12%,4%,-1
COc1cc(CCCN[C@H](CN)Cc2ccccc2)cc(OC)c1OC,-12%,-3%,7%,18%,-13%,.,10%,.,-1
O=C(c1ccco1)N1CCN(c2c([N+](=O)[O-])nn(-c3ccc(Cl)cc3)[n+]2[O-])CC1,-17%,10%,-9%,13%,18%,18%,-14%,-8%,5

# Some of the compounds tested. The share of hits here may be higher or lower than overall.
